12-LOX inh – inhibitors of human 12S-lipoxygenase ALOX12; P18054; purified 12hLO, xylenol orange hydroperoxide absorbance; Potency, µM (doses to about 108 µM), without a hit: at the highest dose activity change, negative = inhibition, usual class: inhibitors; 580,000 tested, 1.1% active; AID 1671190; further: on the % scale 0 is the no-effect control and ±100 the full control effect
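Purified human 12hLO at 150 nM in 25 mM Hepes, 0.01% Triton X-100, pH 7.0, preincubated 15 min at room temperature with compound. Reaction started with 40 uM arachidonic acid, 30 min at room temperature. Hydroperoxide measured by Fe-xylenol orange, 573/405 nm absorbance ratio.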
RGS4 inhibitor – human RGS4 inhibition. P49798. Transcreener GDP fluorescence polarization, RGS4-accelerated GTP hydrolysis. Potency, µM (doses to about 114 µM), inactives show at the top dose activity change, negative = inhibition, hits mostly inhibitors. 390,000 tested, 0.039% active. AID 504845; further: on the % scale 0 is the no-effect control and ±100 the full control effect; nearly all actives have a fitted effect of over 75% in size; some results filed as inactive show a strong effect at the top dose
Target sequence (P49798 whole entry, looked up): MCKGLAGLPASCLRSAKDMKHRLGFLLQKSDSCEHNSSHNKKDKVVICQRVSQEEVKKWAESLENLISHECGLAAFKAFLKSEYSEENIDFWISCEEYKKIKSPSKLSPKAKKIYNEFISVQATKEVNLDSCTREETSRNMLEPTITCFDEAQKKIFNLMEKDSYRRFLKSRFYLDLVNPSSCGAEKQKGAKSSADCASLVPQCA
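MLSMR compounds (23 nl, pin-transferred) preincubated 10 min at room temperature with a 500nM (2x) first reagent, then RGS4 at 900nM (2x) plus Transcreener GDP mix added; fluorescence polarization (620/688 nm) read before and after 90 min at 30 °C.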
TrxR1 substrate – rat thioredoxin reductase 1 substrate activity. Potency, µM (top dose mostly 114 µM), for inactives: top-dose activity change, negative = substrate turnover. 390,000 tested, 0.01% active. purified TrxR1 substrate turnover, NADPH consumption readout. AID 588456. O89049; further: on the % scale 0 is the no-effect control and ±100 the full control effect; nearly all actives have a fitted effect of over 50% in size
Target sequence (O89049 whole entry, looked up): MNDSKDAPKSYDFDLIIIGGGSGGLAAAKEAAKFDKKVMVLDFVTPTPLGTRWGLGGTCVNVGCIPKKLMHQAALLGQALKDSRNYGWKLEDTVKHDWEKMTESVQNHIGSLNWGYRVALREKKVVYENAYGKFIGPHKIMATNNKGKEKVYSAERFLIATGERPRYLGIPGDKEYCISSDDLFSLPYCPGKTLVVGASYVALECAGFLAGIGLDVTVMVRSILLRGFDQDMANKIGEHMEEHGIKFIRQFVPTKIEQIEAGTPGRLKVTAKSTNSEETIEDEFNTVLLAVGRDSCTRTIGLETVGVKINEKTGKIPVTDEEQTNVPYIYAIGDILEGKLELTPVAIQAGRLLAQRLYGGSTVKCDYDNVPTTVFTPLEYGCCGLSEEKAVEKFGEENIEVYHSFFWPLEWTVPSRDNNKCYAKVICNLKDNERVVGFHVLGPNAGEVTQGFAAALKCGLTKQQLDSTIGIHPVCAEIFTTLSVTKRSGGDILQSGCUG
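Rat TrxR1, dispensed at 90 nM, was prereduced with 400 uM NADPH (final) for 5 min at ~22 deg C, then incubated with compound 15 min before 400 uM selenite. A first-read NADPH fluorescence drop versus no-compound background flagged substrates.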
RXFP1 ag – activates the human relaxin receptor RXFP1; 370,000 tested, 0.3% active; Potency, µM (doses to about 57.5 µM), for inactives: at the highest dose activation, usual class: activators; HEK293T-RXFP1 cAMP TR-FRET, 30 min; response scale: percent of porcine relaxin response, buffer zero; AID 2676; further: on the % scale 0 is the no-effect control and ±100 the full control effect; nearly all actives have a fitted effect of over 60% in size; many of its hits are not listed in these tables
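Agonist response is measured as cAMP accumulation in an RXFP1-transfected HEK293T line under PDE4 inhibition. Values are scaled between buffer-only and 29 nM porcine relaxin, and EC50s come from standard Hill equation fits.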
USP1-UAF1 inh – USP1/UAF1 (human) deubiquitinase inhibition | O94782 | recombinant USP1/UAF1, Ub-Rhodamine cleavage fluorescence | Potency, µM (doses to about 57.1 µM), inactives show top-dose activity change, negative = inhibition, actives largely listed as inhibitors | 390,000 tested, 0.23% active; further: on the % scale 0 is the no-effect control and ±100 the full control effect; nearly all actives have a fitted effect of over 60% in size; inactives centre near -12
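High-throughput fluorogenic screen: 1nM USP1/UAF1 complex, Ub-Rho substrate 150nM final, 50mM HEPES pH 7.8 with 0.5mM EDTA, 0.1 mg/ml BSA, 1mM TCEP and 0.01% Tween-20.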
Vif-A3G inh – Vif-A3G binding inhibition; HeLa A3G-eYFP + Vif (tagged APOBEC3G with the HIV-1 protein that degrades it), YFP fluorescence, overnight; AID 602310; Q9HC16; 410,000 tested, 0.076% active; Potency, µM (top dose mostly 46.1 µM), without a hit: at the top dose activity, negative = active, usual class: inhibitors;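 further: on the % scale 0 is the no-effect control and ±100 the full control effect; nearly all actives have a fitted effect of over 60% in size; hits raise eYFP signal because A3G escapes Vif-driven loss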
Target sequence (Q9HC16 whole entry, looked up): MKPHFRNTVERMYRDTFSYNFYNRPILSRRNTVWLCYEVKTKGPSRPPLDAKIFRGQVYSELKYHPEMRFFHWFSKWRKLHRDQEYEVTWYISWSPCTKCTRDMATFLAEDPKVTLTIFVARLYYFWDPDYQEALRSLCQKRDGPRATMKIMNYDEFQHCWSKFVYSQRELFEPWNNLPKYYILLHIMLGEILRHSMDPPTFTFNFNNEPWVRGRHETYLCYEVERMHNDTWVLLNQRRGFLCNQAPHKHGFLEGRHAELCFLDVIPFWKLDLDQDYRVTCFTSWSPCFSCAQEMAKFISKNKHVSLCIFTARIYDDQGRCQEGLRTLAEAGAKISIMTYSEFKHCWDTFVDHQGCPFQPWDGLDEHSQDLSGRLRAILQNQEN
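HeLa cells stably expressing Vif and C-terminally eYFP-tagged A3G, seeded overnight at 37 deg C, then exposed to compound by pintool overnight at 37 deg C. Rise in yellow fluorescence (Ex 488/Em 500-530, Acumen) marks blocked Vif-driven A3G degradation.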
IDH1 R132H inh – inhibitors of human mutant IDH1 R132H | O75874 | Potency, µM (titrated, usually from 76.6 µM), for inactives: at the top dose activity change, negative = inhibition, usual class: inhibitors | AID 602179 | IDH1-R132H enzyme, NADPH consumption, diaphorase/resazurin fluorescence | 390,000 tested, 0.093% active; further: on the % scale 0 is the no-effect control and ±100 the full control effect; nearly all actives have a fitted effect of over 65% in size
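IDH1-R132H (0.5 ug/mL dispensed) in pH 7.5 Tris buffer was preincubated 30 min with compound, then given a substrate mix of 0.016 mM NADPH and 2 mM alpha-KG for 80 min at room temperature; remaining NADPH was read by diaphorase/resazurin fluorescence.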
TrxR1 inh – rat TrxR1 inhibition; O89049; recombinant rTrxR1, NADPH fluorescence consumption, selenite substrate; Potency, µM (doses to about 114 µM), for inactives: top-dose activity change, negative = inhibition, most hits filed as inhibitors; 390,000 tested, 1% active; further: on the % scale 0 is the no-effect control and ±100 the full control effect; nearly all actives have a fitted effect of over 65% in size
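Rat TrxR1 (90 nM in the dispensed reagent) was pre-reduced with 400 uM NADPH for 5 min at room temperature, then incubated with compound for 15 min. After 400 uM selenite was added, NADPH fluorescence (Ex 340/Em 450 nm) was followed for 8 min.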
Vif-APOBEC3F blk – inhibitors of Vif-A3F interaction; AID 602313; 390,000 tested, 0.2% active; Potency, µM (doses to about 46.1 µM), for inactives: at the top dose activity, negative = active; HeLa A3F-eYFP + Vif (tagged APOBEC3F with the HIV-1 protein that degrades it), YFP fluorescence increase; further: % of control where 0% means no effect; nearly all actives have a fitted effect of over 65% in size
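Fluorescence increase (Ex 488/Em 500-530) after overnight compound treatment at 37 deg C flags inhibition of Vif-driven A3F-eYFP loss in stable HeLa A3F-eYFP/Vif cells seeded overnight beforehand.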
Numbers without * were called inactive; [ ] = another dose, or the depositor's remark. The call rests on the fitted dose curve; in most records, active means well fitted curve in the direction sought with a large enough effect; inconclusive means small, poorly fitted or top-dose-only effect, or another doubt; inactive means no such curve, though single readings can be large; an effect the other way counts as inactive or inconclusive. Potency means the concentration at half of the fitted maximal effect.

`COC(=O)[C@H](Cc1ccccc1)N(C)S(=O)(=O)c1cccc(S(=O)(=O)N(C)[C@@H](Cc2ccccc2)C(=O)OC)c1` gave 12-LOX inh 16%, RGS4 inhibitor 16%, TrxR1 substrate 0%, RXFP1 ag -0.3%, USP1-UAF1 inh 8%, Vif-A3G inh 7%, IDH1 R132H inh 3%, TrxR1 inh 29% and Vif-APOBEC3F blk 0%.
For Cc1cc(=O)n2nc(N3CCC(C(=O)Nc4cccc(Cl)c4C)CC3)sc2n1 the results were 12-LOX inh 4%, RGS4 inhibitor -47%, TrxR1 substrate -7%, RXFP1 ag 8.8%, USP1-UAF1 inh -15%, Vif-A3G inh 1%, IDH1 R132H inh -8%, TrxR1 inh -2% and Vif-APOBEC3F blk 4%.
`COc1ccccc1NC(=O)C1CCCCN1S(=O)(=O)c1ccc(F)cc1` (configuration not stated) gave 12-LOX inh 0%, RGS4 inhibitor 3%, TrxR1 substrate 9%[0.457 µM], RXFP1 ag 0.5%, USP1-UAF1 inh -17%, Vif-A3G inh 1%, IDH1 R132H inh 8%, TrxR1 inh 27% and Vif-APOBEC3F blk 11%.
`O=C(Nc1ccc2c(c1)Cc1ccccc1-2)c1ccco1` gave 12-LOX inh 6%, RGS4 inhibitor 7%, TrxR1 substrate 5%, RXFP1 ag 1.3%, USP1-UAF1 inh 2%, Vif-A3G inh -4%, IDH1 R132H inh -4%, TrxR1 inh 1% and Vif-APOBEC3F blk -20%.
Screening CCOc1ccc(C2C3=C(CCCC3=O)Nc3ccc4ncccc4c32)cc1 (configuration not stated) returned 12-LOX inh inconclusive, RGS4 inhibitor 1%, TrxR1 substrate -10%, RXFP1 ag -1.6%, USP1-UAF1 inh -2%, Vif-A3G inh -21%, IDH1 R132H inh inconclusive, TrxR1 inh inconclusive and Vif-APOBEC3F blk -1%.
Screening S=c1[nH]nc(C2CCCCC2)n1/N=C/C=C/c1ccccc1 returned 12-LOX inh -42%, RGS4 inhibitor inconclusive, TrxR1 substrate -10%, RXFP1 ag -0.9%, USP1-UAF1 inh -11%, Vif-A3G inh -6%, IDH1 R132H inh -2%, TrxR1 inh -22% and Vif-APOBEC3F blk 1%.
COc1ccc2nc(NCc3cccnc3)sc2c1 was read as 12-LOX inh 6%, RGS4 inhibitor -10%, TrxR1 substrate 1%, RXFP1 ag 2.1%, USP1-UAF1 inh -19%, Vif-A3G inh -5%, IDH1 R132H inh 5%, TrxR1 inh 20% and Vif-APOBEC3F blk -5%.
For CC(NC(=O)c1ccccc1)c1nc2ccccc2n1Cc1ccc(C#N)cc1 (configuration not stated) the results were 12-LOX inh 5%, RGS4 inhibitor 20%, TrxR1 substrate 9%[57.1 µM], RXFP1 ag 0.6%, USP1-UAF1 inh -24%, Vif-A3G inh 1%, IDH1 R132H inh 3%, TrxR1 inh 9%[57.1 µM] and Vif-APOBEC3F blk -3%.
CC(NC(=O)C(=O)NN=C1CCCC1)c1ccccc1 (configuration not stated) was read as 12-LOX inh 5%, RGS4 inhibitor -26%, TrxR1 substrate -4%[57.1 µM], RXFP1 ag 0.1%, USP1-UAF1 inh -8%, Vif-A3G inh -1%, IDH1 R132H inh 0%, TrxR1 inh 12%[57.1 µM] and Vif-APOBEC3F blk 2%.
For O=S(=O)(NCc1cccnc1)c1ccc2ccccc2c1 the results were 12-LOX inh 17%, RGS4 inhibitor 18%, TrxR1 substrate 13%, RXFP1 ag 2.1%, USP1-UAF1 inh -7%, Vif-A3G inh 5%, IDH1 R132H inh 1%, TrxR1 inh 40%[activator] and Vif-APOBEC3F blk 2%.
`CC(C)CCNC(=O)C1CCN(S(=O)(=O)c2ccc3nc4c(c(C(=O)O)c3c2)CCCCC4)CC1` gave 12-LOX inh -6%, RGS4 inhibitor -49%, TrxR1 substrate -1%, RXFP1 ag -2.7%, USP1-UAF1 inh -17%, Vif-A3G inh 2%, IDH1 R132H inh 19%, TrxR1 inh 8% and Vif-APOBEC3F blk 0%.
For COc1ccc(CNC(=O)CSc2cccc3cccnc23)cc1 the results were 12-LOX inh 28%, RGS4 inhibitor 9%, TrxR1 substrate 29%, RXFP1 ag inconclusive, USP1-UAF1 inh -25%, Vif-A3G inh -4%, IDH1 R132H inh 14%, TrxR1 inh 18% and Vif-APOBEC3F blk 13%.

The closing 2 compounds of the section before are carried over, then new ones follow.
`CC(C)CCNC(=O)C1CCN(S(=O)(=O)c2ccc3nc4c(c(C(=O)O)c3c2)CCCCC4)CC1` gave 12-LOX inh -6%, RGS4 inhibitor -49%, TrxR1 substrate -1%, RXFP1 ag -2.7%, USP1-UAF1 inh -17%, Vif-A3G inh 2%, IDH1 R132H inh 19%, TrxR1 inh 8% and Vif-APOBEC3F blk 0%.
For COc1ccc(CNC(=O)CSc2cccc3cccnc23)cc1 the results were 12-LOX inh 28%, RGS4 inhibitor 9%, TrxR1 substrate 29%, RXFP1 ag inconclusive, USP1-UAF1 inh -25%, Vif-A3G inh -4%, IDH1 R132H inh 14%, TrxR1 inh 18% and Vif-APOBEC3F blk 13%.
`O=C(NCSc1ccnc(SCNC(=O)c2ccccc2)n1)c1ccccc1` gave 12-LOX inh -25%, RGS4 inhibitor -5%, TrxR1 substrate -7%, RXFP1 ag 1.4%, USP1-UAF1 inh inconclusive, Vif-A3G inh -2%, IDH1 R132H inh 11%, TrxR1 inh inconclusive and Vif-APOBEC3F blk 0%.
CCOc1ccc(-n2c(=O)c3c(C)c(C(=O)N(C)C)sc3n(CC(=O)Nc3ccccc3F)c2=O)cc1 was read as 12-LOX inh 1%, RGS4 inhibitor -20%, TrxR1 substrate -5%[57.1 µM], RXFP1 ag 3.0%, USP1-UAF1 inh -16%, Vif-A3G inh 0%, IDH1 R132H inh 5%, TrxR1 inh 10%[57.1 µM] and Vif-APOBEC3F blk -12%.
`O=C(CN(c1ccc(F)cc1)S(=O)(=O)c1ccccc1)N1CCOCC1` gave 12-LOX inh 471%[activator], RGS4 inhibitor -26%, TrxR1 substrate -2%, USP1-UAF1 inh -11%, Vif-A3G inh 0%, IDH1 R132H inh 2%, TrxR1 inh 3% and Vif-APOBEC3F blk -10%.
For CCc1ccc(NC(=O)CCn2nc(-c3ccccc3OC)c3c(C)cc(C)nc32)cc1 the results were 12-LOX inh 0%, RGS4 inhibitor inconclusive, TrxR1 substrate 3%, RXFP1 ag 1.1%, USP1-UAF1 inh -26%, Vif-A3G inh -3%, IDH1 R132H inh -1%, TrxR1 inh 4% and Vif-APOBEC3F blk 4%.
COc1ccc(C)cc1Nc1cc(C)nc2nc(C)nn12 was read as 12-LOX inh inconclusive, RGS4 inhibitor 15%, TrxR1 substrate 7%[57.1 µM], RXFP1 ag -0.8%, USP1-UAF1 inh -17%, Vif-A3G inh -26%, IDH1 R132H inh -4%, TrxR1 inh 12%[57.1 µM] and Vif-APOBEC3F blk -5%.
`Cc1ccc(/C=C/C(=O)OCC(=O)N(CC(C)C)c2c(N)n(Cc3ccccc3)c(=O)[nH]c2=O)o1` gave 12-LOX inh -15%, RGS4 inhibitor -5%, TrxR1 substrate 2%, RXFP1 ag 0.1%, USP1-UAF1 inh -24%, Vif-A3G inh -7%, IDH1 R132H inh -6%, TrxR1 inh -2% and Vif-APOBEC3F blk -18%.
CNC(=S)NNC(=O)c1cc(-c2cccnc2)nc2ccccc12 was read as 12-LOX inh inactive, RGS4 inhibitor -2%, TrxR1 substrate -1%, RXFP1 ag 1.0%, USP1-UAF1 inh -24%, Vif-A3G inh 0%, IDH1 R132H inh -6%, TrxR1 inh -3% and Vif-APOBEC3F blk -3%.
CCN(C(=O)c1cc2c(s1)-c1ccccc1OC2)c1cc(OC)ccc1OC was read as 12-LOX inh inactive, RGS4 inhibitor -12%, TrxR1 substrate 4%[57.1 µM], RXFP1 ag 3.5%, USP1-UAF1 inh -12%, Vif-A3G inh 1%, IDH1 R132H inh -6%, TrxR1 inh 19%[57.1 µM] and Vif-APOBEC3F blk 1%.
Screening CCOC(=O)c1cc2c(ccn2C)n1CC(=O)N1CCN(c2ccc(F)cc2)CC1 returned 12-LOX inh -22%, RGS4 inhibitor -3%, TrxR1 substrate 8%[57.1 µM], RXFP1 ag 2.2%, USP1-UAF1 inh -15%, Vif-A3G inh -7%, IDH1 R132H inh 8%, TrxR1 inh 3%[57.1 µM] and Vif-APOBEC3F blk 0%.
For C=C(C)c1cccc(C(C)(C)NC(=O)N2CCCCC2CC)c1 (configuration not stated) the results were 12-LOX inh -28%, RGS4 inhibitor -19%, TrxR1 substrate -1%, RXFP1 ag 2.1%, USP1-UAF1 inh -11%, Vif-A3G inh 1%, IDH1 R132H inh 5%, TrxR1 inh 14% and Vif-APOBEC3F blk -1%.
For CCSC(=O)NC12CC3CC(CC(C3)C1)C2 the results were 12-LOX inh -10%[57.4 µM], RGS4 inhibitor 14%, TrxR1 substrate 11%, RXFP1 ag -1.0%, USP1-UAF1 inh -8%, Vif-A3G inh -2%, IDH1 R132H inh 6%, TrxR1 inh 30% and Vif-APOBEC3F blk -1%.

From PubChem BioAssay

Not all compounds are listed. The share of hits here may be higher or lower than overall.
